Large T inhibition: SV40 large T antigen inhibitors, biochemical (AID 1903). SV40 large T antigen ATPase/helicase inhibition assay; higher % means a stronger effect. inhibition, % at 20 µM, or IC50 in µM where a hit was titrated. 310,000 compounds, 0.39% hits; in the data active = a potency from the dose series; also: strong numbers were not always called active
NS5 inhibitors: Dengue-2 NS5 methyltransferase inhibitors, primary screen, biochemical, confirmation dose response (AID 588689) | Genome polyprotein (Dengue virus type 2 (strain 16681-PDK53)) | Dengue-2 NS5 methyltransferase capping enzyme assay, biochemical; higher % means a stronger effect | inhibition, % at 25 µM; hits with a dose series show IC50 in µM | 340,000 compounds, 0.3% hits; in the data active = a potency from the dose series
AID2073: inhibitors of Mint1-CaV2.2 protein interaction, biochemical, HTRF (AID 2073); Voltage-dependent N-type calcium channel subunit alpha-1B (Homo sapiens); HTRF protein-protein interaction, Mint1-CaV2.2; higher % means a stronger effect; one-dose inhibition, % at 20 µM; IC50 in µM for titrated hits; 290,000 compounds, 0.19% hits; in the data active = inhibition mostly above about 51%, no sharp cut-off; also: some results filed as inactive read as strong as hits
GPR35 antagonists: GPR35 antagonists blocking zaprinast-driven arrestin recruitment, primary screen, imaging, U2OS, beta-arrestin-GFP, zaprinast agonist (AID 2058); U2OS GPR35 beta-arrestin-GFP translocation imaging, zaprinast antagonism; higher % means a stronger effect; inhibition, % at 10 µM, or IC50 in µM where a hit was titrated; 290,000 compounds, 0.052% hits;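 active = inhibition of at least 50% with at least 30 cells and total cytoplasm GFP at most 10,000,000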
NTR1 agonist: agonists of NTR1, primary screen, imaging, U2OS cells, beta-arrestin-GFP, high content (AID 493036); Neurotensin receptor type 1 (Homo sapiens), P30989; activation, % at 20 µM; NTR1-U2OS beta-arrestin-GFP spot imaging, agonist mode; 330,000 compounds, 0.17% hits;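 active = activation at or above 40% of the spot to cytoplasm intensity ratio, with at least 20 cells analyzed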;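 also: 0% = DMSO without peptide and 100% = 100 nM NTR1 peptide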
Target sequence (P30989 whole entry, looked up): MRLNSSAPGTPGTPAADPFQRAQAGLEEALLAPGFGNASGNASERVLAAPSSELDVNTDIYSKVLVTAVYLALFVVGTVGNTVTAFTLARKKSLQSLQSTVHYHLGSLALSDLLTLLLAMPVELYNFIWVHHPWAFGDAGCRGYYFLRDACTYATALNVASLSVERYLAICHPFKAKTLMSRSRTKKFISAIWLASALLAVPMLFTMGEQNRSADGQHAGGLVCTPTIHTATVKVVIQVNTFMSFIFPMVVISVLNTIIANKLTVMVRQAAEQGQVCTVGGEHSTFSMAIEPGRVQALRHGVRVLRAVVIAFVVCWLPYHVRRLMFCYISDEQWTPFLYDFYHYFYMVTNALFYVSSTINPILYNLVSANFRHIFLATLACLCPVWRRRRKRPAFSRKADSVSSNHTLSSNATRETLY
Yfh1-off respiration: enhancers of respiration in Yfh1-depleted yeast, dose response, Friedreich's ataxia, plus single-dose screen (AID 1465); S. cerevisiae Yfh1-off respiration, WST-1 reduction, 72 h; higher fold induction means a stronger effect; fold induction at 50 µM, or EC50 in µM where a hit was titrated; 220,000 compounds, 0.074% hits;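 active = fold induction of absorbance versus untreated yeast above a set limit, then at least 30% activation at any dose in follow-up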;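 also: activators that raise dye reduction in frataxin-depleted yeast; strong numbers were not always called active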
GPR55 antagonists: GPR55 antagonists blocking LPI-driven arrestin recruitment, primary screen, imaging, U2OS, beta-arrestin-GFP, LPI agonist (AID 2013) | 290,000 compounds, 0.13% hits | U2OS GPR55 beta-arrestin-GFP translocation imaging, LPI antagonism; higher % means a stronger effect | inhibition, % at 10 µM; hits with a dose series show IC50 in µM;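 active = spots per cell inhibited over 60%, with over 100 cells counted and total cytoplasm intensity under 500,000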;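 also: U2OS cells stably carrying GPR55 and arrestin-GFP stimulated by 5 µM LPI near EC80; imaged beta-arrestin-GFP aggregate spots per cell after agonist stimulation; plate controls were LPI-stimulated DMSO wells for no effect and DMSO wells without LPI for full effect; some results filed as inactive read as strong as hits; confirmed hits need IC50 under 10 µM and bright autofluorescent wells are also inconclusive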
MgcRacGAP inhibition: MgcRacGAP GTPase-activating activity inhibitors, confirmation, biochemical, ADP Hunter fluorescence. Rac GTPase-activating protein 1 (Homo sapiens). MgcRacGAP-stimulated Rac1 GTP hydrolysis, ADP Hunter fluorescence; higher % means a stronger effect; GST-tagged Rac1 F28L mutant substrate. AID 624330, 2012. 340,000 compounds, 0.6% hits. inhibition, % at 30 µM; hits with a dose series show IC50 in µM;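 active = first-screen hits whose inhibition reached a set limit at any dose in the follow-up dose series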;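 also: fluorescence reports GDP produced by GAP-driven GTP hydrolysis; strong numbers were not always called active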
GPR55 beta-arrestin: GPR55 agonists via beta-arrestin recruitment, primary screen, imaging, U2OS cells, beta-arrestin-GFP redistribution (AID 1961) | G-protein coupled receptor 55 (Homo sapiens) | U2OS GPR55 beta-arrestin-GFP redistribution imaging; higher % means a stronger effect | one-dose activation, % at 10 µM; EC50 in µM for titrated hits | 290,000 compounds, 0.048% hits;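 active = activation above 40% with more than 50 cells counted in the well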;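 also: U2OS osteosarcoma cells stably expressing GPR55 and beta-arrestin-GFP; plate controls were DMSO negative control for no effect and LPI positive control for full effect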
NTR1 agonist cell count 20 µM: recorded beside NTR1 agonist, whose call it bears; cell count; measured here: cell count, cytotoxicity flag
NS5 inhibitors pilot replicate: further read-out of NS5 inhibitors, marked with its call; inhibition, %; measured here: pilot screen replicate inhibition
* hit, by the source's call; i = inactive; . = no result given.

SMILES	Large T inhibition	NS5 inhibitors	AID2073	GPR35 antagonists	NTR1 agonist	NTR1 agonist cell count 20 µM	Yfh1-off respiration	GPR55 antagonists	MgcRacGAP inhibition	GPR55 beta-arrestin	others
COc1ccccc1CNC(=S)NC1CCCCC1	24%	-2%	18%	0%	1.2	49	i	1%	3%	1.2%
Cn1ncc(Br)c1C(=O)Nc1ccc(Br)cn1	1%	-3%	-6%	-21%	2.0	55	i	13%	5%	0.3%
CCCc1c(C(=O)N/N=C/c2cccs2)nnn1-c1nonc1N	13%	-3%	12%	-9%	-0.2	57	.	2%	14%	-0.2%
Cn1c(=O)c2c(nc(N/N=C/c3ccc(OC(=O)c4ccco4)cc3)n2Cc2ccccc2Cl)n(C)c1=O	13%	2%	22%	-2%	5.4	66	i	-2%	-8%	-0.3%
COC(Cc1ccccc1N1CCCC1=O)OC	10%	3%	0%	1%	-0.2	99	.	16%	6%	-0.1%
Cc1cccc(NC(=O)CSc2nc3ccccc3nc2N2CCCCC2)c1	2%	-2%	27%	3%	2.9	100	.	16%	10%	0.6%
O=C(CSc1cn(CC(=O)N2CCOCC2)c2ccccc12)N1CCOCC1	10%	-8%	6%	15%	-0.7	42	.	2%	7%	-0.1%
COc1ccc(-c2csc(NC(=S)NC(=O)/C=C/c3ccco3)n2)cc1OC	14%	5%	56%	0%	.	.	i	4%	8%	0.1%
CCc1ccccc1NC(=O)CN1C(=O)C2CCCN2c2ncc(Cl)cc21 (stereo not drawn)	2%	2%	24%	-2%	0.6	44	i	4%	8%	-0.4%
NC(=O)C1CCN(c2nc(C3CC3)nc3c2nnn3Cc2ccccc2)CC1	1%	-2%	13%	-4%	0.7	78	i	-6%	9%	-0.2%
CC(=O)Nc1nonc1-c1nc2ccccc2n1Cc1nnc(C)o1	0%	-5%	18%	3%	-0.2	98	i	3%	8%	-0.2%	NS5 inhibitors pilot replicate=-3.5
Cc1nnc(Sc2c(N)n(C)c(=O)[nH]c2=O)s1	17%	0%	-2%	7%	1.3	41	i	23%	5%	0.0%
O=C(NNS(=O)(=O)Cc1ccccc1)c1ccc([N+](=O)[O-])cc1	9%	2%	-14%	-11%	2.0	65	i	1%	5%	-1.9%
Cc1ccc(SCC(=O)NC(=O)Nc2ccc3c(c2)OCCO3)cc1C	2%	-4%	18%	1%	6.3	32	i	3%	13%	-0.1%
C=CCn1c(COc2ccc(F)cc2)nnc1SCC(=O)NC1CC1	15%	-2%	.	.	0.0	50	.	.	0%	.
Cc1c(NC(=O)COC(=O)C23CC4CC(CC(O)(C4)C2)C3)c(=O)n(-c2ccccc2)n1C	-4%	-6%	1%	-10%	2.4	35	i	8%	4%	-0.2%
Cc1ccc(Nc2c(F)c(F)c(F)c(F)c2C(=O)O)cc1	-1%	1%	4%	-8%	1.1	61	i	9%	8%	-0.1%
OCC[C@@H]1C[C@H](O)[C@@H](O)[C@@]2(Cc3ccccc3O2)O1	15%	2%	-8%	-14%	-0.8	96	.	-11%	8%	-0.2%
CN(CCc1ccccc1)Cc1nc(-c2cnccn2)no1	23%	-9%	-4%	12%	0.2	55	i	5%	1%	0.2%
COc1ccccc1N1CCN(CCC(=O)Nc2ccc3c(c2)OCO3)CC1	16%	-2%	1%	2%	-2.2	81	i	9%	-1%	0.3%
Cc1[nH]n(-c2ccccc2)c(=O)c1C=Nc1cccc(F)c1	5%	1%	18%	-10%	0.9	62	i	-9%	10%	-0.1%
CCCCNC(=O)CN(c1cc(C(F)(F)F)ccc1Cl)S(C)(=O)=O	24%	1%	-5%	1%	-1.1	62	i	-8%	5%	0.4%
COc1ccc2c(c1)CCc1cc(C(=O)N3CCN(c4ccc(N5CCOCC5)nn4)CC3)sc1-2	-2%	17%	14%	-14%	13	51	.	11%	20%	0.4%
Cc1c(C)n(CCN(C)C)c2ccc(C(=O)OCCN(C)C)cc12	18%	-5%	16%	2%	.	.	.	1%	23%	-0.1%
Cc1ccc(S(=O)(=O)NCCC(=O)N2CC(C)OC(C)C2)cc1 (stereo not drawn)	9%	4%	.	.	-0.1	73	.	.	5%	.

Eight consecutive records from above, for reference:
SMILES	Large T inhibition	NS5 inhibitors	AID2073	GPR35 antagonists	NTR1 agonist	NTR1 agonist cell count 20 µM	Yfh1-off respiration	GPR55 antagonists	MgcRacGAP inhibition	GPR55 beta-arrestin	others
COc1ccccc1CNC(=S)NC1CCCCC1	24%	-2%	18%	0%	1.2	49	i	1%	3%	1.2%
Cn1ncc(Br)c1C(=O)Nc1ccc(Br)cn1	1%	-3%	-6%	-21%	2.0	55	i	13%	5%	0.3%
CCCc1c(C(=O)N/N=C/c2cccs2)nnn1-c1nonc1N	13%	-3%	12%	-9%	-0.2	57	.	2%	14%	-0.2%
Cn1c(=O)c2c(nc(N/N=C/c3ccc(OC(=O)c4ccco4)cc3)n2Cc2ccccc2Cl)n(C)c1=O	13%	2%	22%	-2%	5.4	66	i	-2%	-8%	-0.3%
COC(Cc1ccccc1N1CCCC1=O)OC	10%	3%	0%	1%	-0.2	99	.	16%	6%	-0.1%
Cc1cccc(NC(=O)CSc2nc3ccccc3nc2N2CCCCC2)c1	2%	-2%	27%	3%	2.9	100	.	16%	10%	0.6%
O=C(CSc1cn(CC(=O)N2CCOCC2)c2ccccc12)N1CCOCC1	10%	-8%	6%	15%	-0.7	42	.	2%	7%	-0.1%
COc1ccc(-c2csc(NC(=S)NC(=O)/C=C/c3ccco3)n2)cc1OC	14%	5%	56%	0%	.	.	i	4%	8%	0.1%

(list continues)
SMILES	Large T inhibition	NS5 inhibitors	AID2073	GPR35 antagonists	NTR1 agonist	NTR1 agonist cell count 20 µM	Yfh1-off respiration	GPR55 antagonists	MgcRacGAP inhibition	GPR55 beta-arrestin	others
CCCCn1c(N)c(N(Cc2ccccc2OC)C(=O)COc2ccccc2OC)c(=O)[nH]c1=O	18%	-6%	.	.	2.9	64	.	.	7%	.
CC(C)c1ccc(NC2CCCN(C(=O)CCN3CCCO3)C2)cc1 (stereo not drawn)	-3%	0%	-5%	3%	1.0	52	.	-14%	3%	0.0%
Cc1cccc(Nc2nc(-c3c(C)nc4ccccn34)cs2)c1	10%	-2%	28%	13%	25	38	i	31%	8%	-0.1%
O=C(CN1C(=O)c2ccccc2C1=O)N1CCN(c2ccccc2)CC1	15%	-3%	6%	-7%	-0.2	45	i	3%	6%	-0.1%
Nn1c(SCC(=O)Nc2nccs2)nncc1=O	7%	-4%	-7%	6%	2.8	49	i	5%	4%	-0.1%
Cc1ccc(S(=O)(=O)N(CC(=O)NCCSCc2ccco2)c2ccc(F)cc2)cc1	1%	.	9%	-5%	0.6	23	i	-4%	.	1.1%
COc1ccc(Cc2nc(-c3ccccn3)no2)cc1	-2%	-2%	14%	16%	0.9	53	i	10%	14%	0.0%
COc1cccc(CN(C)C(=O)CNC(=O)c2cccs2)c1OC	15%	5%	.	.	3.2	58	.	.	7%	.
CC1(C)CC(=O)C=C(c2cccs2)C1	5%	-4%	.	.	-2.2	35	i	.	4%	.
Nc1ccc(C#Cc2ccc3sc4ccccc4c(=O)c3c2)cc1	14%	-3%	.	.	8.4	59	i	.	4%	.
O=C(SCC(O)C(O)CS)c1cccs1 (stereo not drawn)	16%	-4%	6%	-11%	-0.8	53	i	5%	7%	0.3%
Cc1ccc(C(=O)OCN2C(=O)c3ccccc3C2=O)cc1S(=O)(=O)N1CCOCC1	21%	2%	.	.	0.0	50	.	.	1%	.
O=C(CCCn1c(=O)[nH]c2cc(Cl)ccc2c1=O)N1CCN(c2ccc([N+](=O)[O-])cc2)CC1	9%	-3%	2%	-4%	.	.	i	22%	8%	-0.1%
Cc1onc(-c2c(Cl)cccc2Cl)c1/C(N)=N/OC(=O)C(C)(C)C	8%	-2%	4%	-7%	0.4	43	i	6%	6%	-0.2%
O=C(NCc1ccc2c(c1)OCO2)C(=O)Nc1ccccc1	6%	-1%	11%	-5%	-2.2	53	i	-3%	3%	0.7%
OC(CN1CCN(c2cccc(Cl)c2)CC1)c1ccc(F)cc1 (stereo not drawn)	22%	2%	1%	-8%	0.7	79	.	11%	9%	0.0%
Cc1cccc(N2C(=O)N3[C@@H]4c5ccccc5OC[C@@H]4[C@@H](c4ccccc4)[C@@]3(C)C2=O)c1	10%	-4%	3%	16%	4.3	52	.	2%	5%	0.4%
Cc1ncc(CO)c(/C=N/NC(=S)Nc2cccc(Cl)c2)c1O	16%	-22%	54%*	-25%	-1.4	71	i	7%	11%	0.5%
Cc1ccccc1S(=O)(=O)Cc1ccc(C(=O)NCCCN2CCC(C)CC2)o1	10%	1%	0%	-2%	-0.4	53	.	-10%	4%	0.6%
O=[N+]([O-])c1ccccc1S(=O)(=O)NCc1ccc(F)cc1	13%	.	0%	6%	4.9	38	i	7%	.	0.2%
CCOC(=O)Cn1cc(-c2ccccc2)nn1	8%	-3%	1%	-9%	0.2	42	i	-2%	10%	-0.2%
O=c1c2c(nc3nc(NCc4ccccc4Cl)[nH]n13)CCC2	5%	.	-4%	1%	0.7	58	i	10%	.	1.0%
Cc1ncc(CO)c(/C=N/NC(=O)c2cccc(S(=O)(=O)N3CCCC3)c2)c1O	16%	4%	.	.	-0.3	49	.	.	1%	.
O=C(NC1CCCCC1)c1ccc(CNc2ccccc2)o1	3%	-5%	-1%	11%	0.3	79	i	-4%	2%	0.2%
CN(C)S(=O)(=O)c1cc(NC(=O)c2cc(=O)[nH]c3ccccc23)ccc1Cl	8%	.	-6%	-19%	-1.4	57	i	-4%	.	0.2%
Cc1ccc(S(=O)(=O)N(C)C)cc1NC(=O)COC(=O)CSc1ccccc1	10%	-2%	.	.	-0.1	60	.	.	6%	.
C#CCOC(=O)c1ccccc1C(=O)O	3%	-4%	-2%	10%	-0.8	61	.	6%	6%	0.4%
C=CCn1c(SC)nc2sc3c(c2c1=O)CCc1ccccc1-3	21%	-1%	-9%	-13%	2.4	80	i	8%	3%	0.1%
CN1CCN(C(c2ccc(C(F)(F)F)cc2)c2ccc3cccnc3c2O)CC1 (stereo not drawn)	22%	.	-26%	-8%	1.3	55	.	3%	.	0.5%
CCO[C@@H]1OC(C(=O)N2CCOCC2)=C[C@H](C(C)(C)C)[C@H]1CCCO	-1%	2%	.	.	0.0	60	i	.	3%	.

Outcome played no part in choosing rows. About 1.7% of those tested had a hit in this group.
